M17LAP inhibition – P. falciparum M17LAP inhibitors, primary screen, biochemical, fluorogenic H-Leu-NHMec substrate, 1536-well (AID 1619). recombinant M17LAP, H-Leu-NHMec fluorogenic kinetic assay; higher % means a stronger effect. one-dose inhibition, % at 30 µM; IC50 in µM for titrated hits. 220,000 tested, 0.38% active;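 active = compound inhibiting the enzyme by more than half at any dose during confirmatory dose-response retesting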;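 note: plate controls were full reaction with DMSO carrier for no effect and no enzyme background for full effect; strong numbers were not always called active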
Myeloid diff 2 – promotes myeloid progenitor differentiation. ER-HoxA9 myeloid progenitors, lysozyme-GFP differentiation, flow cytometry. calls only at 10 µM. 360,000 tested, 1% active;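 active = normalized GFP-positive differentiation at or above the plate's own cutoff, the solvent-only control mean plus 3 SD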;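 note: cells exposed to compound for four days before flow analysis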
TNAP activators – stimulation of alkaline phosphatase TNAP activity – biochemical, luminescent, no phosphate acceptor, uHTS, primary screen (AID 1001); purified TNAP, luminescent activation assay, no phosphate acceptor; higher activation fold means a stronger effect; activation fold at 20 µM; hits with a dose series show EC50 in µM; 200,000 tested, 0.03% active; in the data active = activation fold from about 3, or a potency from the dose series; inactive = the rest, 99 in 100 with activation fold below about 1.6; note: many of its hits are not listed in these tables
human PMI inhibitors – human PMI inhibitors, high substrate, primary screen, biochemical, fluorescence intensity, high mannose 6-phosphate (AID 1220). recombinant PMI enzyme, coupled fluorescence intensity; higher % means a stronger effect. inhibition, % at 20 µM; hits with a dose series show IC50 in µM. 190,000 tested, 0.66% active
human PMI inhibition – inhibitors of human PMI, primary screen, biochemical, fluorescence intensity, coupled assay (AID 1209) | purified PMI enzyme, coupled fluorescence intensity; higher % means a stronger effect | inhibition, % at 20 µM, or IC50 in µM where a hit was titrated | 190,000 tested, 0.42% active;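 note: plate controls were DMSO vehicle for no effect and wells lacking substrate for full effect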
LYP phosphatase – PTPN22 lymphoid phosphatase activity blockers – biochemical, fluorescence intensity, uHTS (AID 1779); one-dose inhibition, % at 11.5 µM; IC50 in µM for titrated hits; recombinant LYP phosphatase, fluorescence intensity; higher % means a stronger effect; 290,000 tested, 0.054% active;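 note: plate controls were vehicle with enzyme for no effect and no enzyme for full effect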
M1AAP inhibition – P. falciparum M1AAP inhibitors, biochemical, fluorogenic H-Leu-NHMec substrate, 1536-well (AID 1445). 220,000 tested, 0.42% active. one-dose inhibition, % at 30 µM; IC50 in µM for titrated hits. recombinant M1AAP, H-Leu-NHMec fluorogenic kinetic assay; higher % means a stronger effect;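 active = primary inhibition above the hit cutoff, then over 50% inhibition at one or more dose response concentrations, cut at about 23% in these data, passing the limit was not always enough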;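 note: plate controls were DMSO full reaction for no effect and no enzyme background for full effect; strong numbers were not always called active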
XIAP antagonists – XIAP antagonists, biochemical, IAP family, fluorescence polarization (AID 1018); 200,000 tested, 0.007% active; one-dose displacement, % at 20 µM; IC50 in µM for titrated hits; XIAP BIR domain, fluorescence polarization peptide displacement; higher % means a stronger effect; in the data active = displacement above about 50%; note: a part of the inactive calls stands beside numbers as strong as those of hits
ER stress rescue – protection against thapsigargin-triggered cell killing – 384-well, CSM14.1, ATP luminescence, primary screen (AID 1222). 190,000 tested, under 10 active. CSM14.1 thapsigargin-induced death rescue, ATP luminescence; higher % means a stronger effect. cellular ATP content (survival), % at 20 µM, or EC50 in µM where a hit was titrated;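 active = EC50 below 50 µM in the dose-response confirmation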;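 note: death triggered by thapsigargin at about 15 µM added after 2 h compound pretreatment; cell ATP read after overnight thapsigargin exposure of roughly 18 to 22 hours; normalized against plate controls of thapsigargin alone and 5% DMSO vehicle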
Myeloid diff 2 GFP+ MAC1+ % – further read-out of Myeloid diff 2, marked with its call; GFP+ MAC1+ double positive, %; measured here: differentiation confirmed by MAC1 staining
* = called active by the depositor; i = inactive; · = not tested or not shown; + = active, no number. Cut-off read from the data, not from the text of the source, unless noted: active = inhibition above about 50%; inactive = the rest. Rows were taken by chance (roughly 2.7% active in at least one column).

SMILES | M17LAP inhibition | Myeloid diff 2 | Myeloid diff 2 GFP+ MAC1+ % | TNAP activators | human PMI inhibitors | human PMI inhibition | LYP phosphatase | M1AAP inhibition | XIAP antagonists | ER stress rescue
CC(C)CCN1CC(C(=O)NC(C)C)CC1=O (stereo not drawn) | 8% | i | 2.3 | 1.1 | -4% | -2% | -8% | 5% | -2.3% | -2.9%
Cc1ccc(CNC(=O)CCCOc2cc(=O)n(C)c3ccccc23)o1 | 7% | i | 0.6 | 1.2 | -3% | 3% | -2% | 6% | -4.3% | -1.3%
CCOCCCNC(=S)NCCCNc1nc2c(C)c(C)ccc2cc1C#N | -24% | i | 0.2 | 1.2 | -115% | -57% | -10% | -4% | -13% | 5.4%
COCCNC(=O)c1ccc2c(=O)n(CCCN3CCCC3=O)c(=S)[nH]c2c1 | 0% | i | 0.4 | 1.1 | -7% | -11% | -5% | 4% | -5.3% | -1.8%
O=C(Cn1ncc2c3ccccc3n(Cc3ccccc3)c2c1=O)N1CCN(c2ncccn2)CC1 | 3% | i | 2.9 | 1 | 14% | 12% | 5% | 3% | -20% | -0.7%
Cc1cc(C(=O)COC(=O)c2ccc[nH]c2=O)c(C)n1C1CC1 | 13µM* | i | 0.1 | 1.1 | 2% | -8% | 2% | 3% | 0.5% | -6.5%
Nc1ncnc(Nc2ccc(F)cc2)n1 | -3% | i | 1.4 | 1 | 12% | 10% | -5% | 2% | -1.8% | 0.5%
CCOC(=O)c1cnc(-n2nc(C)cc2C)nc1NCc1ccc2c(c1)OCO2 | -8% | i | 0.9 | 1 | 10% | 14% | -1% | -1% | -5.8% | -2.4%
CC(=O)N1N=C(c2ccc(C)cc2)OC1c1ccc(C(C)C)cc1 (stereo not drawn) | -5% | i | 1.0 | 1.1 | 18% | 18% | -2% | 2% | -4.5% | 1.0%
CCOc1ccc(N(CC)C(=O)COc2cc(=O)n(C)c3ccccc23)cc1 | 10% | i | 2.4 | 1.2 | 8% | 10% | 0% | -2% | 0.4% | -2.4%
COc1cc(NC(=O)COC(=O)/C=C/c2ccccc2Cl)cc(OC)c1 | -17% | i | 1.4 | 1 | 11% | 12% | 0% | -2% | -6.2% | -0.5%
Cc1ccc(C(=O)Cn2c(NCCO)nc3ccccc32)cc1 | 11% | i | 0.8 | 1.1 | 6% | 4% | -3% | -2% | -7.4% | -0.5%
O=C(COC(=O)c1cnccn1)c1ccc(Cl)cc1 | 13% | i | 0.8 | 1.1 | -4% | -11% | 2% | 6% | -5.4% | -0.7%
CCC(=O)OC1(C)C(=O)C=C2C=C(c3ccsc3)OC=C2C1=O (stereo not drawn) | -2% | i | 1.0 | · | · | · | -2% | 7% | · | ·
O=C(C1CCN(S(=O)(=O)N2CCC3(CC2)OCCO3)CC1)N1CCC(Cc2ccccc2)CC1 | 11% | i | 4.9 | 1 | 0% | -9% | -5% | 3% | -1.3% | -0.5%
CC1(C)C2CCC(C2)C1C/C=N/NC(N)=S (stereo not drawn) | 13% | i | 0.3 | · | · | · | -4% | 2% | · | ·
C=C(C)COc1ccc2c3c(c(=O)oc2c1OCC(=C)C)CCC3 | -1% | i | 9.6 | 1.1 | 14% | 11% | -6% | 3% | -3.3% | 0.2%
COc1ccc(OCCC(=O)c2ccc(OC)cc2)cc1 | -7% | i | 0.5 | · | · | · | -1% | 2% | · | ·
CCOC(=O)N/N=C(\C)c1ccc(C)c([N+](=O)[O-])c1 | 10% | i | 1.2 | 1.1 | -10% | 3% | -7% | 0% | -11% | -1.1%
Cc1ccc(Nc2nc(Cl)c(C=O)s2)cc1Cl | -1% | + | 2.9* | 0.9 | 12% | -3% | -1% | 4% | -11% | -2.6%
CCOCCCNC(=O)CCCn1nc(C)n2c(cc3sccc32)c1=O | 13% | i | 0.4 | 1.1 | 7% | 4% | 1% | 7% | -2.9% | -0.2%
COCCn1nnnc1C(c1ccccc1OC)N1CCN(c2ccccc2F)CC1 (stereo not drawn) | 0% | i | 0.5 | 1.1 | 0% | 4% | -4% | 0% | 2.2% | 1.9%
CC(C)(C)c1cc(-c2n[nH]c(=S)n2-c2ccccc2F)n[nH]1 | -14% | i | 0.6 | · | · | · | -6% | -4% | · | ·
O=C(NCC1CCCO1)C1CCCN1C(=O)NC1CCCCC1 (stereo not drawn) | -5% | i | 1.0 | 1 | -7% | -11% | -13% | 2% | -4.1% | -2.3%
O=C(CC(NC(=O)c1ccccc1Cl)c1ccccc1)Nc1ccc2c(c1)OCO2 (stereo not drawn) | 5% | i | 1.9 | 1.3 | 0% | 9% | 2% | 8% | 0.4% | -0.2%
CCCCNc1nc(=S)[nH]c2cc(OC)c(OC)cc12 | 5% | i | 0.6 | 1.1 | -4% | -4% | -5% | 6% | -4.8% | -0.8%
C/C=C/c1ccccc1OCc1ccc(C(=O)OC)o1 | 15% | i | 0.7 | 1 | 5% | -6% | -7% | 15% | -1.0% | -0.3%
CNC(=O)CSCc1c(Cl)cccc1Cl | -1% | i | 0.5 | 1.1 | 12% | 19% | -4% | -5% | 2.0% | 3.5%
COc1cc(C2c3c(n[nH]c3C)C(=O)N2c2ccc(C)cc2)ccc1O (stereo not drawn) | 14% | i | 2.3 | 1.1 | 11% | -9% | -3% | 3% | -6.1% | -0.6%
COCc1nnc(NC(=O)CCc2ccccc2)s1 | -8% | i | 0.5 | 1 | 7% | 4% | -14% | -2% | -1.9% | -0.4%
C=CCn1c(COC)nnc1SCC(=O)c1ccc(F)cc1 | -2% | i | 0.9 | 1.1 | -39% | -12% | 0% | 5% | -10% | -2.7%
COCCCNC(=O)CCN1C(=O)COc2ccccc21 | 12% | i | 2.0 | 1.1 | -7% | -1% | -15% | 6% | -3.1% | 2.5%
Cc1ccc2nsnc2c1NC(=O)c1ccc([N+](=O)[O-])cc1 | 5% | i | 0.8 | 1.1 | 7% | 1% | -9% | 1% | -4.7% | -0.1%
S=C(NCCCN1CCOCC1)Nc1ccc(Cl)cc1 | 9% | i | 0.1 | 1.1 | 3% | 5% | -7% | 4% | -1.0% | -2.2%
COc1ccc(C(=O)Nc2ccc(S(=O)(=O)Nc3cc(C)nc(C)n3)cc2)cc1 | 3% | i | 0.2 | · | · | · | -4% | -1% | · | ·
COc1ccc(C2C(C(=O)NCCCN3CCOCC3)c3ccccc3C(=O)N2c2ccc(OC)cc2)cc1 (stereo not drawn) | -4% | i | 0.5 | 1.2 | -1% | -3% | -4% | -6% | -0.9% | 0.2%
CCc1cc2c(CN3CCN(CCO)CC3)cc(=O)oc2cc1O | i | i | 1.1 | 1.1 | 10% | 13% | -12% | 11% | -11% | ·
CCCCCCn1c(N2CCC(C(N)=O)CC2)nc2c1c(=O)n(C)c(=O)n2C | 6% | i | 0.2 | 1.1 | -5% | -4% | -9% | -7% | -4.0% | 0.5%
CCOC(=O)N1CCN(C(=O)COc2ccc(Br)cc2Cl)CC1 | -5% | i | 0.8 | 1.1 | 6% | 5% | -3% | 1% | 0.1% | 1.6%
CC(C)(Cc1ccc(O)cc1)NC(=O)CC(=O)N=Nc1c(O)[nH]c2ccc(Br)cc12 | 7% | i | 0.1 | 1.5 | -2% | 1% | 3% | 17% | -2.0% | -1.8%
O=C(NCCN1CCCCC1)c1cc2ccccc2[nH]1 | 0% | i | 0.7 | 1 | 0% | -8% | -10% | 0% | 2.3% | -2.5%
Cc1ccccc1CN1CCSc2sccc2C1=O | 3% | i | 0.6 | 1.1 | -1% | -5% | -3% | -2% | -7.3% | -0.8%
COc1ccc(N(CC(=O)O)S(=O)(=O)c2ccc(OC)c(OC)c2)cc1 | 5% | i | 0.3 | 1 | -8% | -7% | -2% | 1% | -8.5% | 0.4%
COc1ccccc1OCc1ccc(C(=O)NN)cc1 | -3% | i | 3.3 | 1.1 | -7% | -6% | -8% | 6% | -3.2% | 2.7%
COc1ccc(S(=O)(=O)N2CCCOC2CNC(=O)C(=O)NCc2ccco2)cc1 (stereo not drawn) | 3% | i | 0.2 | 1 | -10% | -11% | 3% | 1% | -3.7% | -1.3%
C=CCn1c(Cc2cccs2)nnc1SC/C=C/c1ccccc1 | 8% | i | 0.4 | 1 | 9% | 0% | -3% | 7% | -4.1% | 1.0%
O=C(NCc1ccccc1)N1CCC(CO)(Cc2cccc(F)c2)CC1 | -1% | i | 0.2 | · | · | · | -10% | 1% | · | ·
COc1ccc(-n2c(C)cc(-c3csc(NC(=O)c4ccc(S(=O)(=O)N(C)C)cc4)n3)c2C)cc1 | 12% | i | 1.6 | 1.1 | 25% | 14% | 10% | 9% | -2.2% | 13%
CCOC(=O)c1c(-c2ccccc2)oc2ccc(O)c(CN3CCCC3)c12 | -1% | i | 0.8 | 1 | 4% | 2% | 2% | 0% | -1.6% | -2.4%
O=C(COC(=O)c1ncc(Cl)c(Cl)c1Cl)c1ccc(Cl)s1 | 16% | i | 0.2 | 1 | -8% | -11% | -2% | 3% | -7.5% | -4.0%
Cc1ccc(S(=O)(=O)CNC(=O)c2ccccc2)cc1 | -24% | i | 2.0 | 1.1 | -13% | -8% | -12% | 1% | -5.3% | 0.2%
O=C(COc1ccc(S(=O)(=O)N2CCOCC2)cc1)Nc1ccc(Cl)c(C(F)(F)F)c1 | 5% | i | 0.6 | 1 | 19% | 16% | 0% | 5% | -0.2% | -2.2%
COc1ccc(-c2ccnc(SCC(=O)Nc3ccccn3)n2)cc1 | 8% | i | 1.0 | 1 | -8% | -3% | -5% | 4% | -7.7% | -1.1%
CCCn1c(CNC(=O)c2cccs2)nc2ccccc21 | 17% | i | 4.7 | 1.1 | 12% | 10% | -7% | 7% | -4.9% | 0.6%
N#Cc1c(N2CCOCC2)nsc1-c1ccccc1 | 14% | i | 0.3 | · | · | · | -10% | 6% | · | ·
O=C(CN1CCCCCC1)Nc1ccc(Oc2ccccc2)cc1 | 3% | i | 0.7 | 0.9 | -8% | -25% | 1% | 7% | -12% | 1.2%
Cc1cccc(C(=O)NN2C(=O)C3C(c4ccccc4)C=CC(c4ccccc4)C3C2=O)c1 (stereo not drawn) | 7% | i | 1.0 | 1.1 | 10% | 15% | -1% | -7% | 1.7% | -1.1%
